Compound activity from PubChem BioAssay.
Vif imaging – inhibitors of HIV Vif; HEK293T cells, Vif self-association by quenched fluorescence, imaging, 24 h; inhibition, % at 7.49 µM; 0.35% of 340,000 active; in the data active means inhibition above about 50%, passing the limit was not always enough; further: some results filed as inactive read as strong as hits
Exocytosis inh – lytic granule exocytosis inhibition; 0.66% of 360,000 active; TALL-104 LAMP-1 surface exposure, flow cytometry; cells stimulated with thapsigargin and PMA; inhibition, % at 10 µM; AID 651702;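 active means inhibition above about 55%, limit read from the data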
Peg3 prom inh – inhibitors of Peg3 promoter; HeLa PEG-Prom luciferase reporter, luminescence, overnight; inhibition, % at 20 µM; 1.7% of 360,000 active;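 active means inhibition of at least 50% at 20 µM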
HIF-2a block – inhibitors of HIF-2a; 0.72% of 360,000 active; 786-0 RCC cells HIF-2a reporter, luciferase luminescence, overnight; inhibition, % at 18.8 µM; AID 624352;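 active means inhibition of the luminescence signal of 40% or more relative to plate controls, in a single-dose primary screen at 18.75 µM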
CaV13 FRET inh – Disruptors of the CACNA1D IQ motif to Ca2+-dependent inactivation inhibitor domain association, primary screening, Förster resonance energy transfer in intact living … | HEK cells, CFP/YFP FRET ICDI-IQ, plate reader, 10 min; percent FRET-ratio fall versus neutral wells | inhibition, % at 12.3 µM | 0.098% of 340,000 active;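 active means mean replicate inhibition of at least 30% and at least 1% of replicates passing that level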;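 further: 0% = median of the neutral control wells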
hiPSC survival – hiPSC single-cell survival enhancement. ATPlite luminescence; 100% = ROCK inhibitor wells, 0% = DMSO. survival enhancement, % at 20 µM. 0.044% of 360,000 active; in the data active means survival enhancement above about 18%;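 further: cells exposed to compounds for 16 hours before the ATP read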
NR2E3 ag-1 – activates human photoreceptor nuclear receptor NR2E3. inhibition of corepressor binding, % at 4.78 µM. 0.12% of 320,000 active. AID 2300. GST-NR2E3/biotin-RetCOR TR-FRET, 1536-well. Q9Y5X4;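 active means percent inhibition above the cutoff of mean plus 3 SD of all tested compounds, set per screening campaign, cut at about 20% in these data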;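 further: 0% = DMSO wells and 100% = biotin wells as full block of FRET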
Target sequence (Q9Y5X4 whole entry, looked up): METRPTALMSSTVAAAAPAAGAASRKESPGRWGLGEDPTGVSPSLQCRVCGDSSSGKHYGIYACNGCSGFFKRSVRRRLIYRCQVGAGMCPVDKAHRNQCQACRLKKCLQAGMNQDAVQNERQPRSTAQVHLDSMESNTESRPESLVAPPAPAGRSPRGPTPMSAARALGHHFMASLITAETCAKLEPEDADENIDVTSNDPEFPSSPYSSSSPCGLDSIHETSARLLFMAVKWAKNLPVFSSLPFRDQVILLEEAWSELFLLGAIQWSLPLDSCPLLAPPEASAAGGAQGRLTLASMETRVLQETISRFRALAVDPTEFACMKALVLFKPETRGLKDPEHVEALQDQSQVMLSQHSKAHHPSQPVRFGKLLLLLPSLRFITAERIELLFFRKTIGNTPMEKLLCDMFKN
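Material – GST-tagged NR2E3 plus biotinylated RetCOR corepressor · Quantity – NR2E3 fusion 1.35 nM · Times – 5 h incubation at 4 °C · Medium – pH 7.5 Tris-based buffer · Technique – TR-FRET, Eu(K)-anti-GST donor, streptavidin-D2 acceptor, ex 340, em 617/671 nm · Benchmarks – high control biotin, low control 0.6% DMSO · Format – 1536-well plates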
TRPM1 prom inh – reduces MITF-dependent TRPM1 promoter luciferase signal | SK-MEL-5 TRPM1 promoter luciferase, 24 h | inhibition, % at 12.5 µM | 0.83% of 330,000 active;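 active means mean inhibition across replicates of 60% or more, whatever share of single replicates reaches that level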; further: values of inactives mirror those of a sister screen read the other way
PDI turbidity – PDI (human) enzyme inhibition; P07237; PDI insulin aggregation turbidity, A650, 90 min; inhibition, % at 10 µM; 0.052% of 350,000 active; AID 588391;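 active means mean inhibition across replicates of 30% or more, whatever share of single replicates reach that level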;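 further: absorbance from insulin aggregation driven by PDI reduction with DTT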
NR2E3 ag-2 – activates human NR2E3 receptor; CHO-S Gal4-NCOR/VP16-NR2E3 two-hybrid, luciferase; Q9Y5X4; 0.35% of 360,000 active; AID 602229; inhibition of corepressor binding, % at 3.98 µM;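 active means inhibition above the mean of all tested compounds plus 3 SD, cut at about 70% in these data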;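 further: 0% = DMSO with NR2E3 transfected cells and 100% = cells lacking NR2E3 construct; higher means lower luciferase signal from less NR2E3 corepressor binding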
aDG glyco up – alpha-DG glycosylation activation. Pro5-aDG cells, alpha-DG glycosylation AlphaScreen (IIH6); 0% Pro5, 100% B10-LARGE cell signal. 0.22% of 360,000 active. activation, % at 10 µM;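 active means activation of at least 8% versus controls, or a plate z-score of at least 8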;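 further: Pro5 are CHO cells carrying HIG-tagged alpha-DG that lacks glycosylation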
* = called active by the depositor; / = not tested or not shown.

SMILES	NR2E3 ag-1	PDI turbidity	Exocytosis inh	HIF-2a block	aDG glyco up	hiPSC survival	CaV13 FRET inh	Peg3 prom inh	NR2E3 ag-2	Vif imaging	TRPM1 prom inh
Cc1ccc(S(=O)(=O)N(CC(=O)NCc2ccncc2)Cc2ccccc2F)cc1	0	8	3	5	0.1	-0.3	-3	-10	-3	-1	-11
CC(=O)Nc1cccc(NS(=O)(=O)c2c(C)noc2C)c1	/	2	5	1	-0.3	0.7	-3	-3	-20	-2	15
C#CCOC(=O)c1ccccc1C(=O)OCC#C	0	-3	24	11	-0.1	2.8	-5	12	-4	0	3
CCN(CC)S(=O)(=O)c1cccc(C(=O)N/N=C/c2cc(OC)c(O)c(OC)c2)c1	0	-2	-8	8	-0.3	-1.4	-5	17	-10	7	-4
O=C(CCOc1ccccc1)Nc1cccc([N+](=O)[O-])c1	-3	5	2	-52	0.5	-1.2	-17	-28	-15	2	5
COc1ccc(OCC(=O)NCCCNC(=O)COc2ccc(OC)cc2)cc1	2	-5	2	-2	-0.3	-3.2	-2	7	-20	6	2
O=C(c1ccc2ccccc2n1)N1CCN(c2ccccn2)CC1	2	-5	-5	-15	0.0	-0.5	-3	7	-5	-2	3
CCOc1cc(/C=N\Nc2nc(-c3ccc(C)cc3)c(NC(C)=O)s2)ccc1O	1	6	-4	19	-0.1	-0.5	-6	7	-37	-1	-2
CN(CCO)c1ccc([N+](=O)[O-])cc1C(=O)O	-1	-1	0	12	0.0	-0.8	/	13	7	/	3
CCOn1c(SCC)nc2ccccc2c1=O	1	-1	5	15	-0.1	-1.3	-5	8	1	15	-1
COC(=O)C(C)Sc1nc2ccsc2c(=O)n1Cc1ccccc1 (stereo not given)	4	-9	10	3	0.0	-0.5	-3	13	-22	-21	-4
CCC(C)(C(=O)NC1CCCCC1)N(C(=O)CNC(=O)c1ccccc1)c1c(C)n(C)n(-c2ccccc2)c1=O (stereo not given)	-1	3	-1	13	-0.1	-0.9	4	3	-7	1	0

Of the compounds above, these have sulfur:
SMILES	NR2E3 ag-1	PDI turbidity	Exocytosis inh	HIF-2a block	aDG glyco up	hiPSC survival	CaV13 FRET inh	Peg3 prom inh	NR2E3 ag-2	Vif imaging	TRPM1 prom inh
Cc1ccc(S(=O)(=O)N(CC(=O)NCc2ccncc2)Cc2ccccc2F)cc1	0	8	3	5	0.1	-0.3	-3	-10	-3	-1	-11
CC(=O)Nc1cccc(NS(=O)(=O)c2c(C)noc2C)c1	/	2	5	1	-0.3	0.7	-3	-3	-20	-2	15
CCN(CC)S(=O)(=O)c1cccc(C(=O)N/N=C/c2cc(OC)c(O)c(OC)c2)c1	0	-2	-8	8	-0.3	-1.4	-5	17	-10	7	-4
CCOc1cc(/C=N\Nc2nc(-c3ccc(C)cc3)c(NC(C)=O)s2)ccc1O	1	6	-4	19	-0.1	-0.5	-6	7	-37	-1	-2
CCOn1c(SCC)nc2ccccc2c1=O	1	-1	5	15	-0.1	-1.3	-5	8	1	15	-1
COC(=O)C(C)Sc1nc2ccsc2c(=O)n1Cc1ccccc1 (stereo not given)	4	-9	10	3	0.0	-0.5	-3	13	-22	-21	-4

The listing continues:
SMILES	NR2E3 ag-1	PDI turbidity	Exocytosis inh	HIF-2a block	aDG glyco up	hiPSC survival	CaV13 FRET inh	Peg3 prom inh	NR2E3 ag-2	Vif imaging	TRPM1 prom inh
O=C(O)CCC(=O)N1CCc2cc(S(=O)(=O)N3CCN(c4ccc(F)cc4)CC3)ccc21	-2	/	1	5	-0.1	1.2	-7	11	0	4	/
CCOC(=O)c1c(S(=O)(=O)NCC(=O)N2CCN(c3cccc(OC)c3)CC2)c(C)n(C)c1C	0	-6	-1	13	-0.1	-0.5	-4	16	-14	-7	2
COc1ccc(C)cc1NC(=O)CSc1nnc(-c2ccco2)n1N	2	6	-3	2	0.0	-0.9	-5	13	9	-18	4
C/C=C(\C)c1nnc(NC(=O)C(C)C)s1	0	0	1	-45	0.3	3.0	-2	-46	1	-2	-14
O=C(CSc1ncccn1)NC(=O)Cc1ccccc1	1	-1	-2	4	0.1	2.1	-5	9	17	4	4
Cc1ccc(N(CC(=O)Nc2ccc(F)cc2)S(=O)(=O)N2CCCC2)cc1	1	-2	-4	22	0.1	3.3	-5	17	-7	18	-6
Cc1ccc(NC(=O)CC2CS(=O)(=O)CC2CC(=O)Nc2ccc(C)c(C)c2)cc1C (stereo not given)	-2	-9	0	11	-0.3	-2.2	-5	13	-3	/	3
CN(C)/C=N/c1nc2nccc(-c3ccccn3)n2n1	4	-5	1	2	0.0	0.9	2	3	0	-4	10
Cc1ccc(S(=O)(=O)N/N=C/c2ccccc2O)cc1[N+](=O)[O-]	-1	-1	1	-14	-0.3	0.3	7	-25	3	-3	-9
O=C(CSc1ncnc2c1oc1ccccc12)Nc1cccc(C(F)(F)F)c1	7	3	0	6	-0.2	0.4	-7	16	11	-6	9
CC(C)c1ccc(/C=N/NC(=O)CN(c2cccc(Cl)c2Cl)S(C)(=O)=O)cc1	2	-5	15	6	1.6	-1.7	-5	30	4	0	12
